Screening data deposited in PubChem BioAssay by Sanford-Burnham Center for Chemical Genomics.
Rat MKP-3 inhibitors: inhibition of rat DUSP6 enzyme activity – biochemical, in vitro, primary screen (AID 425) | recombinant MKP-3 phosphatase activity, fluorescence; higher % means a stronger effect | one-dose inhibition, % at 20 µM; IC50 in µM for titrated hits | 0.17% of 110,000 active; in the data active = inhibition above about 50%;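 also: plate controls were vehicle for no effect and reference inhibitor for full effect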
Hsp70 displacement: Hsp70 inhibitors, probe displacement, primary screen, biochemical, fluorescence polarization (AID 583). displacement, % at 20 µM; hits with a dose series show IC50 in µM. 0.06% of 140,000 active. Hsp70 fluorescence polarization probe displacement, mP; higher % means a stronger effect; in the data active = displacement above about 50%;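 also: plate controls were vehicle for no effect and reference ligand for full effect; a part of the inactive calls stands beside numbers as strong as those of hits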
Numbers without * were called inactive; / = no result given; & = joins results of further samples. Only part of the results is shown; count on the stated rates, not on these rows.

Rat MKP-3 inhibitors | Hsp70 displacement | smiles
5.8% | -2.5% | Cc1ccc2c(c1)N(CCCC(=O)NCC1COc3ccccc3O1)C(=O)CO2 (configuration not stated)
/ | -2.5% | CC(C)c1ccc(/C=C2\CC/C(=C\C=N\N(C)C)C2=O)cc1
-1.0% | -2.2% | O=C1CCC(Cc2ccccc2)N1 (configuration not stated)
1.2%&4.2% | 5.6%&0.7% | COc1ccc(C(NC(C)=O)c2ccc3cccnc3c2O)c(OC)c1 (configuration not stated)
-0.7% | 0.5% | COCCN(C(=O)CNC(=O)c1cccs1)C(C(=O)NC1CCCCC1)c1ccco1 (configuration not stated)
-17.5% | -13.6% | COc1ccccc1CN(Cc1cc2c(C)ccc(C)c2[nH]c1=O)Cc1nnnn1Cc1ccco1
/ | 0.9% | CC(C)CCNC(=O)CNC(=O)c1cccs1
3.3% | 0.1% | COc1ccccc1/C=C1\C=C(c2ccc(Cl)cc2)OC1=O
-8.6%&-1.2% | -0.4%&-2.5% | CCOC(=O)C1CCN(C(=O)Nc2ccc(Cl)cc2)CC1
/ | -5.0% | CC(=O)C1=C(O)C(=O)N(CCCO)C1c1ccccc1 (configuration not stated)
3.1% | 1.1% | O=C(NCCN1CCN(Cc2ccccc2)CC1)C1c2ccccc2C(=O)N2CCc3ccccc3C12 (configuration not stated)
2.0% | -30.5% | O=C(Nn1c(O)c(/C=C2\C=Nc3ccccc32)sc1=S)c1cccc(O)c1
63.4%* | 14.3% | O=C1C=CC(=O)c2c1c(-c1ccccc1)nn2-c1ccccc1
0.5% | 4.6% | COc1cc(S(=O)(=O)N2CCOCC2)c(OC)cc1Cl
-3.2% | -1.2% | Cc1ccc2c(c1)N(CC(=O)N1CCCc3ccccc31)C(=O)CO2
-7.0% | -5.3% | COC(=O)c1ccc(CSc2nc3ccccc3o2)cc1
-7.5% | -4.4% | CCn1ccc(=N)cc1
/ | -3.1% | COCCOC(=O)c1c(C)nc(SCC(=O)Nc2cccc3ccccc23)c(C#N)c1-c1ccco1
2.9% | -1.6% | O=C(CCCC(=O)N1CCCCC1)NCc1ccco1
1.2% | 0.9% | Cc1cc(C)cc(NC(=O)CN(c2ccc(Oc3ccccc3)cc2)S(C)(=O)=O)c1
8.1% | -8.7% | COc1ccc2c(c1)CC/C(=C/Nc1ccc3c(c1)OCO3)C2=O
-2.8% | -4.4% | O=C1C(=O)N(Cc2ccc(F)cc2)c2ccc(Br)cc21
2.2% | 2.8% | COC(=O)c1cc(NC(=O)c2ccc(OCc3ccccc3)cc2)cc(C(=O)OC)c1
0.2%&-4.7% | 2.9%&-2.5% | CC1(C)CC(=O)C=C(NCc2ccncc2)C1
0.2% | / | CS(=O)(=O)N(CC(=O)N1CCN(c2ccccc2F)CC1)c1cc(C(F)(F)F)ccc1Cl
1.7% | 1.3% | Cc1cccc(OCC(=O)Nc2ccc(S(=O)(=O)Nc3nccs3)cc2)c1C
-9.8% | 2.9% | CCCC(=O)N1CCN(C2=NS(=O)(=O)c3ccccc32)CC1
2.3% | -3.6% | CC(C)(C)NC(=O)c1cc(-c2ccc(Cl)cc2)nc2ccccc12
/ | 3.8% | S=c1[nH]nc(-c2cc3ccccc3o2)n1Cc1ccccc1
1.9% | 5.9% | Cc1ccc(-n2c(SCC(=O)NCc3ccco3)nc3sc(C)c(C)c3c2=O)cc1
-6.7% | 1.2% | Nc1nnc(SCCOc2ccccc2)s1
1.1% | 3.2% | C=C(C)C1CC=C(C)/C(=N/NC(N)=O)C1 (configuration not stated)
-3.4% | 2.2% | COc1ccc(CSCC(=O)NC2CCCCC2)cc1
-0.5% | 1.0% | O=c1/c(=C/c2ccc(Cl)cc2)sc2nc3cc(Br)cnc3n12
/ | 8.5% | Fc1ccccc1/C=C1\CCCC2=C1Nc1ncnn1C2c1ccccc1F (configuration not stated)
0.8% | 3.9% | CN(C)c1ccc(C(=S)N2CCCCC2)cc1
/ | -1.1% | O=C1CCCc2c1sc1nc3n(c(=O)c21)CCCCC3
-8.6% | 0.5% | O=C(NCc1ccco1)c1cnccn1
-14.8% | 2.1% | CC12CCC(C(=O)N3CCN(Cc4ccccc4)CC3)(OC1=O)C2(C)C (configuration not stated)
4.1% | -2.5% | OC(CNCc1ccccc1)(c1ccc(Cl)cc1)c1ccc(Br)cc1 (configuration not stated)
0.1%&0.7% | -3.6%&-2.1% | Cc1c(C(=O)Nc2ccc3oc(-c4cccnc4)nc3c2)oc2ccccc12
3.4% | 5.8% | O=C(c1ccc(-c2ccccc2)cc1)N1CCN(C2CC3CCC2C3)CC1 (configuration not stated)
-4.1% | 3.0% | CC(=O)c1ccc(N2C(=O)CC(N3CCN(c4ccccn4)CC3)C2=O)cc1 (configuration not stated)
-7.5% | 4.4% | CN(Cc1cccs1)C(=O)CCc1ccc(S(=O)(=O)N2CCOCC2)cc1
2.2% | 12.8% | CCN(CC)C(=O)CSc1nc2ccccc2c(=O)[nH]1
-5.6% | -4.9% | CCC(C)NC(=O)c1cn(CC)c2ccc(S(=O)(=O)N(C)C)cc2c1=O (configuration not stated)
-6.6% | 1.2% | Cc1cc(=O)[nH]c(SCC2(O)C3CC4CC(C3)CC2C4)n1 (configuration not stated)
/ | 2.5% | COc1ccc(S(=O)(=O)NC2CCCC2)c(Cl)c1Cl
/ | -6.0% | S=C1N(c2ccccc2)C(c2ccc(Cl)cc2)N2CCCN12 (configuration not stated)
0.1% | -3.3% | CC12CN3CC(=O)N4CC5(C)CN(CC(C)(C4)C5=O)C(=O)CN(C1)CC(C)(C3)C2=O
/ | 1.5% | Cc1cc(S(=O)(=O)NC2CCCCC2)ccc1OCC(=O)N1CCOCC1
-0.3% | 3.5% | COc1cc(/C=C2\SC(=S)N(c3ccc([N+](=O)[O-])cc3)C2=O)ccc1OC(=O)C12CC3CC(CC(C3)C1)C2
/ | -0.2% | Cc1cccc(-c2nnc(SCc3ccc(C#N)cc3)n2Cc2ccco2)c1
-0.8% | -5.1% | N#Cc1c(-c2ccccc2)cc(-c2ccc(Br)cc2)nc1N
-6.6% | 4.4% | CCOc1ccc(C(=O)NC2CCN(S(=O)(=O)CC)CC2)cc1
-0.6% | -2.3% | O=C(Nc1cc(C(F)(F)F)ccc1Cl)c1ccc(Cl)cc1Cl

Next section
Rat MKP-3 inhibitors | Hsp70 displacement | smiles
-4.0% | 2.1% | Cc1ccc(S(=O)(=O)NCc2nnc(NC(=O)c3ccc(Br)cc3)s2)cc1
-3.6% | 3.5% | Cc1nn(-c2ccccc2)c(C)c1NS(=O)(=O)c1ccccc1
-6.2% | 3.7% | COC(=O)c1c(NC(=O)C2CCC2)sc(C(=O)N(C)C)c1C
6.8% | -1.3% | O=[N+]([O-])c1cc(C(F)(F)F)ccc1NCCNC(=S)Nc1ccc(Cl)cc1
2.8% | -3.9% | O=C(NCc1ccc(Cl)c(Cl)c1)c1ccc(Br)cc1
-2.3% | -3.3% | COc1nc(N(C)S(=O)(=O)c2ccc(C)cc2)nc(C)c1Cl
1.3% | 5.6% | CCOC(=O)c1cccc(NC(=O)C2CCCN2S(=O)(=O)c2cccc3cccnc23)c1 (configuration not stated)
-1.2% | 0.5% | O=S(=O)(c1ccc(Cl)cc1)N1CCSC1c1ccco1 (configuration not stated)

Copied from the list:
Result of CCOC(=O)c1cccc(NC(=O)C2CCCN2S(=O)(=O)c2cccc3cccnc23)c1 (configuration not stated) in Hsp70 displacement: 5.6%
Result of COC(=O)c1c(NC(=O)C2CCC2)sc(C(=O)N(C)C)c1C in Hsp70 displacement: 3.7%
Result of O=[N+]([O-])c1cc(C(F)(F)F)ccc1NCCNC(=S)Nc1ccc(Cl)cc1 in Hsp70 displacement: -1.3%
Result of O=C(NCc1ccc(Cl)c(Cl)c1)c1ccc(Br)cc1 in Rat MKP-3 inhibitors: 2.8%
Result of O=S(=O)(c1ccc(Cl)cc1)N1CCSC1c1ccco1 (configuration not stated) in Rat MKP-3 inhibitors: -1.2%

Next entries follow.
Rat MKP-3 inhibitors | Hsp70 displacement | smiles
-6.9% | -0.1% | COc1ccc(Br)cc1C1NC(=O)c2c(sc3c2CCN(C)C3)N1 (configuration not stated)
1.0% | 3.6% | Cc1cc(C)cc(NC(=O)c2ccc(C)c([N+](=O)[O-])c2)c1
-2.7% | 4.1% | O=C1c2ccccc2C(=O)N1c1ccc2c(c1)C(=O)N(c1ccccc1)C2=O
0.1% | -2.2% | COc1ccc(-c2nc(C#N)c(NCc3ccc(F)cc3)o2)cc1OC
5.6% | -4.5% | NC(=O)c1ccccc1NC(=O)/C(=C/c1ccccc1)c1ccccc1
3.1% | 112.9% | CN1CCN(Cc2c(O)ccc3cc(-c4nc5ccccc5[nH]4)c(=O)oc23)CC1
-3.9% | 8.3% | CC(C)(C)NC(=O)C(c1ccco1)N(C(=O)c1csnn1)c1ccccc1 (configuration not stated)
0.2% | 10.7% | O=C(COC(=O)CN1C(=O)c2ccccc2C1=O)Nc1ncc(Cl)cc1Cl
6.8% | 12.7% | CC(=O)c1cc(C#N)c(SCC(=O)c2ccc(O)c(O)c2)nc1C
/ | -3.6% | CCC(NC(=O)C1CCC1)c1ccc(C)cc1 (configuration not stated)
2.9% | 0.9% | Cc1nnc(SCc2nnc(-c3ccccc3Br)o2)n1-c1ccccc1
-6.1% | -2.2% | Cc1cccc(OCCNC(=O)c2ncn[nH]2)c1
4.0% | / | COc1ccc(-c2noc(CCC(=O)N(C)c3cccc(C)c3)n2)cc1
-9.7% | 11.8% | Cc1ccc2[nH]c3c(c2c1)CN(C(=O)CN1CCN(c2ccccn2)CC1)CC3
-7.4% | 1.4% | O=C(CSc1nnc(Cc2ccccc2)o1)NCCc1ccccc1
/ | 0.6% | CCC(=O)N1CCN(c2ccc(NC(=O)COc3ccccc3Cl)cc2)CC1

Some of these compounds in order of number of heavy atoms, largest number first:
Rat MKP-3 inhibitors | Hsp70 displacement | smiles
-17.5% | -13.6% | COc1ccccc1CN(Cc1cc2c(C)ccc(C)c2[nH]c1=O)Cc1nnnn1Cc1ccco1
/ | 1.5% | Cc1cc(S(=O)(=O)NC2CCCCC2)ccc1OCC(=O)N1CCOCC1
-2.3% | -3.3% | COc1nc(N(C)S(=O)(=O)c2ccc(C)cc2)nc(C)c1Cl
0.5% | 4.6% | COc1cc(S(=O)(=O)N2CCOCC2)c(OC)cc1Cl

Continuation:
Rat MKP-3 inhibitors | Hsp70 displacement | smiles
1.3% | 0.1% | N/C(=N\OC(=O)CCc1ccccc1)c1ccc(Cl)cc1
-7.7% | 5.0% | COc1ccc(C)cc1NC(=O)c1[nH]c(C)c(C(C)=O)c1C
-0.2% | 6.2% | CCN1C(=O)/C(=C/c2c(Cl)cccc2Cl)SC1=S
-7.0% | -3.4% | Cc1cc(C(=O)OCc2nc3ccccc3s2)c(C)o1
3.5% | -1.8% | CCOC(=O)C1CCCN(C(=O)Nc2cccc(Cl)c2)C1 (configuration not stated)
-5.9% | 1.3% | CCOC(=O)CNC(=O)c1ccc2[nH]c3c(c2c1)CCCC3
2.1% | -1.6% | O=C1C=C(NNC(=O)c2ccncc2)CC(c2ccco2)C1 (configuration not stated)
3.0% | -7.7% | O=C(CCNc1ccc2ccccc2c1)c1ccc(Cl)c(Cl)c1
-7.1% | -2.7% | CCOc1ccc(-c2nnc3sc(-c4c(OC)cccc4OC)nn23)cc1
/ | -2.3% | Cc1c(N2C(=O)c3ccc(F)cc3C2=O)c(=O)n(-c2ccccc2)n1C
2.5% | 3.9% | O=C1Nc2c(S(=O)(=O)N3CCOCC3)cc(S(=O)(=O)N3CCOCC3)c3cccc1c23
-9.8% | -0.2% | O=C(C1CCCN(S(=O)(=O)c2cccc3nsnc23)C1)N1CCc2ccccc21 (configuration not stated)
-1.0% | -0.8% | O=C(COc1ccc2ccccc2c1)Nc1cc([N+](=O)[O-])ccc1F
/ | -2.4% | FC(F)Oc1ccccc1NC(=S)NCc1ccco1
1.8% | 0.7% | Cc1ccc(-n2c(=O)cc(NCc3cccnc3)[nH]c2=O)cc1
6.1% | -0.7% | O=C(OCC(=O)c1ccc(S(=O)(=O)N2CCCC2)cc1)C1=COCCO1
4.1% | -1.5% | COc1cccc(OC)c1OCCN1CCN(C(=O)c2ccco2)CC1
-4.6% | 2.1% | OCCCc1nc2ccccc2n1CCc1ccccc1
-2.2% | / | OCCCc1nc2n(n1)C(c1cccs1)C=C(c1ccccc1)N2 (configuration not stated)
4.1% | -5.8% | COc1ccc(CC(=O)Nc2ccc(S(=O)(=O)N3CCCCCC3)cc2)cc1
-9.4% | / | N#Cc1c(-c2ccccc2)cc(-c2ccco2)c(C#N)c1N
-15.6% | -0.3% | CCOC(=O)CCCNC(=O)COc1ccccc1C#N
-7.5% | 10.7% | O=C(Nc1cnccn1)c1cccs1
-3.4% | 1.6% | O=S(=O)(Nc1ccc(N2CCOCC2)nn1)c1ccccc1
-0.8% | 2.9% | CCCCn1c2ccccc2n2c(C(=O)OC)c(C)nc12
11.9% | 4.4% | COc1ccc(-c2ccc(/C=C/c3cc(C(F)(F)F)[nH]c(=O)n3)o2)c([N+](=O)[O-])c1
-6.7% | 2.5% | COc1ccc(C(=O)NC(=S)Nc2cccc([N+](=O)[O-])c2)cc1
-4.2% | 8.2% | CCn1c(Cc2ccccc2)nnc1SCC(=O)Nc1nc2ccccc2s1
-0.5% | -11.2% | COc1ccc(-n2c(C)cc(C(=O)CSc3nn4c(=O)c(C(C)(C)C)nnc4s3)c2C)cc1
-0.1% | -0.2% | c1ccc(-c2cnn3nnnc3n2)cc1
-1.3% | -2.0% | CCOc1ccc(N2C(=O)NC(=O)/C(=C\c3ccccc3OC)C2=O)cc1
5.4% | 2.6% | CCn1cc(CNC(=O)C2C3CCC(C3)C2C(=O)O)cn1 (configuration not stated)
0.0% | -4.5% | Cc1nc2ccccn2c1C(=O)N/N=C/c1ccccc1
2.2% | -1.6% | COc1ccc(NC(=O)c2ccc(-n3cnnn3)cc2)cc1
/ | 2.2% | Cc1cc(C(=O)OCCN2C(=O)c3ccccc3C2=O)c2ccccc2n1
-5.0% | 1.5% | O=C(NCCc1c[nH]c2ccccc12)c1cnc2n(c1=O)CCS2
-6.3% | -2.1% | Cc1cc(C(=O)N2CCN(c3ccccn3)CC2)no1
